RGS4 inhibitor: human RGS4 inhibition; AID 504845; P49798; Transcreener GDP fluorescence polarization, RGS4-accelerated GTP hydrolysis; 390,000 compounds, 0.039% hits; Potency, µM (doses to about 114 µM), without a hit: at the highest dose activity change, negative = inhibition, hits mostly inhibitors; also: potency is read from the fitted curve at half-maximal effect; % is scaled to controls: 0 for no effect and ±100 for the full control effect; nearly all actives have a fitted effect of over 75% in size; some results filed as inactive show a strong effect at the top dose
Target sequence (P49798 whole entry, looked up): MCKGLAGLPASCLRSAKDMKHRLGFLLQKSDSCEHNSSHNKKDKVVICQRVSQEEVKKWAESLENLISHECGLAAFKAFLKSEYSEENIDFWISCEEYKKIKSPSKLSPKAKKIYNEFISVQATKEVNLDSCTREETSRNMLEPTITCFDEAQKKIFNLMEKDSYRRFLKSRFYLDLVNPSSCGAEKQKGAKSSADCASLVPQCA
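MLSMR compounds (23 nl, pin-transferred) preincubated 10 min at room temperature with a 500nM (2x) first reagent, then RGS4 at 900nM (2x) plus Transcreener GDP mix added; fluorescence polarization (620/688 nm) read before and after 90 min at 30 °C.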
TrxR1 inh: rat TrxR1 inhibition. 390,000 compounds, 1% hits. O89049. AID 588453. recombinant rTrxR1, NADPH fluorescence consumption, selenite substrate. Potency, µM (doses to about 114 µM), for the others: at the top dose activity change, negative = inhibition, usual class: inhibitors; also: potency is read from the fitted curve at half-maximal effect; % is scaled to controls: 0 for no effect and ±100 for the full control effect; nearly all actives have a fitted effect of over 65% in size
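Rat TrxR1 (90 nM in the dispensed reagent) was pre-reduced with 400 uM NADPH for 5 min at room temperature, then incubated with compound for 15 min. After 400 uM selenite was added, NADPH fluorescence (Ex 340/Em 450 nm) was followed for 8 min.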
Glioma ERSR ind: ER stress response induction in glioma; U87-MG GRP78 promoter luciferase reporter, 16 h; Potency, µM, for inactives: at the highest dose activation, actives largely listed as activators; 420,000 compounds, 0.02% hits; also: potency is read from the fitted curve at half-maximal effect; series mostly up to about 76 µM; % of control where 0% means no effect; nearly all actives have a fitted effect of over 35% in size
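Stably transfected U87-MG human glioma cells carrying a GRP78-based luminescent sensor were seeded at 1000 cells/well, pin-dosed with compounds and incubated 16 h. Luciferase reagent was then added, and end-point luminescence was read after 10 min at room temperature.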
USP1-UAF1 inh: USP1/UAF1 (human) deubiquitinase inhibition | O94782 | recombinant USP1/UAF1, Ub-Rhodamine cleavage fluorescence | Potency, µM (highest dose often 57.1 µM), for inactives: at the highest dose activity change, negative = inhibition, hits mostly inhibitors | 390,000 compounds, 0.23% hits; also: potency is read from the fitted curve at half-maximal effect; % is scaled to controls: 0 for no effect and ±100 for the full control effect; nearly all actives have a fitted effect of over 60% in size; inactives centre near -12
Target sequence (O94782 whole entry, looked up): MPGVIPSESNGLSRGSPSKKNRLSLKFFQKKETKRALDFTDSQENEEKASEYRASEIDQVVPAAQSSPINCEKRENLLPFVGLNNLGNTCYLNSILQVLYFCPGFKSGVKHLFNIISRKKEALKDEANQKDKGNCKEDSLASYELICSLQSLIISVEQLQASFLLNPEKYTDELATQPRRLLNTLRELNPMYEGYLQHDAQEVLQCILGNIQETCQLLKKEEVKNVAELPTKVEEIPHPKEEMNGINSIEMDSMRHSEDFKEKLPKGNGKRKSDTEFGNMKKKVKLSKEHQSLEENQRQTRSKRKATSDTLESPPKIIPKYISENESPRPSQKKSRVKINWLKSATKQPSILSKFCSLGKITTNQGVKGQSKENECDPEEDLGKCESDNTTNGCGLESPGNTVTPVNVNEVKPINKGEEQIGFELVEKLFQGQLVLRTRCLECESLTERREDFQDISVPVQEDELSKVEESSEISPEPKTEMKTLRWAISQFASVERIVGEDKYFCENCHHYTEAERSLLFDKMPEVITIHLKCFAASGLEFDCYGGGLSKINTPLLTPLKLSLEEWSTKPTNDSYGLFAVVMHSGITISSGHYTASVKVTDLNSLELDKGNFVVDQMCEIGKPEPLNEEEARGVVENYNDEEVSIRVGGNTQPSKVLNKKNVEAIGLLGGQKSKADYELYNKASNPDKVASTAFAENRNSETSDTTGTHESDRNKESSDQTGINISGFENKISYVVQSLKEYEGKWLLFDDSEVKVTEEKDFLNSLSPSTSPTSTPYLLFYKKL
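In this screen, compounds sit with the deubiquitinase complex (1nM) for 15 min at room temperature before Ub-Rho is added at 150nM final. Fluorescence rise is then followed for 6 reads every 60 seconds.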
Vif-A3F inh: Vif-A3F binding inhibition; HeLa A3F-eYFP + Vif (tagged APOBEC3F with the HIV-1 protein that degrades it), YFP fluorescence increase; Potency, µM (top dose mostly 46.1 µM), for the others: at the top dose activity, negative = active; 390,000 compounds, 0.2% hits; AID 602313; also: potency is read from the fitted curve at half-maximal effect; % of control where 0% means no effect; nearly all actives have a fitted effect of over 65% in size
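HeLa cells stably expressing A3F-eYFP plus Vif, plated and incubated overnight at 37 deg C, then exposed to compounds overnight at 37 deg C. Blocked degradation read as raised yellow fluorescence (Ex 488/Em 500-530).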
IDH1 R132H inh: blocks human mutant IDH1 R132H enzyme; Potency, µM (titrated, usually from 76.6 µM), without a hit: at the highest dose activity change, negative = inhibition, actives largely listed as inhibitors; AID 602179; 390,000 compounds, 0.093% hits; IDH1-R132H enzyme, NADPH consumption, diaphorase/resazurin fluorescence; also: potency is read from the fitted curve at half-maximal effect; % is scaled to controls: 0 for no effect and ±100 for the full control effect; nearly all actives have a fitted effect of over 65% in size
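IDH1-R132H (0.5 ug/mL dispensed) in pH 7.5 Tris buffer was preincubated 30 min with compound, then given a substrate mix of 0.016 mM NADPH and 2 mM alpha-KG for 80 min at room temperature; remaining NADPH was read by diaphorase/resazurin fluorescence.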
LDHA inh: inhibitors of human lactate dehydrogenase A; activity change, % (values are at about 110 or 230 µM); AID 1347041; P00338; purified LDHA, NADH/diaphorase-resazurin fluorescence; stronger effect = lower value; 480,000 compounds, 0.15% hits; in the data active = activity change below about -30%; inconclusive = mostly about -25% to -30%;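 also: plate controls were DMSO wells for no effect and wells without enzyme for full effect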
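Human LDH5 at 2 nM final in Tris HCl pH 7.4 with 0.06 mM NADH and 0.2 mM pyruvate, reacted 5 minutes at room temperature. Remaining NADH coupled via diaphorase/resazurin; resorufin fluorescence read at 0 and 20 minutes, normalized to enzyme-free and DMSO wells.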
TrxR1 substrate: is turned over as a substrate by rat TrxR1. O89049. 390,000 compounds, 0.01% hits. purified TrxR1 substrate turnover, NADPH consumption readout. AID 588456. Potency, µM (top dose mostly 114 µM), for the others: top-dose activity change, negative = substrate turnover; also: potency is read from the fitted curve at half-maximal effect; % is scaled to controls: 0 for no effect and ±100 for the full control effect; nearly all actives have a fitted effect of over 50% in size
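Rat TrxR1, dispensed at 90 nM, was prereduced with 400 uM NADPH (final) for 5 min at ~22 deg C, then incubated with compound 15 min before 400 uM selenite. A first-read NADPH fluorescence drop versus no-compound background flagged substrates.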
Vif-APOBEC3G blk: inhibitors of Vif-APOBEC3G interaction | Potency, µM (series often up to 46.1 µM), for the others: at the top dose activity, negative = active, most hits filed as inhibitors | 410,000 compounds, 0.076% hits | HeLa A3G-eYFP + Vif (tagged APOBEC3G with the HIV-1 protein that degrades it), YFP fluorescence, overnight | AID 602310;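 also: potency is read from the fitted curve at half-maximal effect; % is scaled to controls: 0 for no effect and ±100 for the full control effect; nearly all actives have a fitted effect of over 60% in size; hits raise eYFP signal because A3G escapes Vif-driven loss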
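Read-out is eYFP fluorescence (Ex 488/Em 500-530) from Vif-expressing HeLa A3G-eYFP cells; more signal means A3G escaped Vif-mediated degradation. Cells plated overnight, compound pinned in, incubated overnight at 37 deg C.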
* marks the source's active call; other numbers are inactive results; ? = inconclusive; . = not tested or not shown; [ ] = remark or other dose. Unless noted, calls follow the shape of the dose curve; as a rule, active = well fitted curve in the direction sought with a large enough effect; inconclusive = small, poorly fitted or top-dose-only effect, or another doubt; inactive = no such curve, though single readings can be large; an effect the other way counts as inactive or inconclusive. Only part of the results is shown, so the mix of outcomes need not match the whole.

canonical_smiles	TrxR1 inh	USP1-UAF1 inh	RGS4 inhibitor	TrxR1 substrate	Vif-APOBEC3G blk	Vif-A3F inh	Glioma ERSR ind	LDHA inh	IDH1 R132H inh
CCCn1c(SCCN2CCOCC2)nc2c1c(=O)n(C)c(=O)n2C	16%	-14%	-2%	5%	1%	-8%	-3%	-1	1%
COC(=O)c1cc(=O)nc2sc3ccccc3n12	-6%[57.1 µM]	-6%	-6%	3%	1%	-14%	-4%	1	-2%
Cc1ccsc1CN(C(=O)c1ccc(Br)cc1)C1CCS(=O)(=O)C1 (stereo unspecified)	8%	-10%	-8%	-1%	.	.	.	-7	.
CCOc1ccc(CCNC(c2cccc(Cl)c2)c2nnc(-c3ccccc3)o2)cc1OCC (stereo unspecified)	10%	?	6%	-1%	-3%	-5%	-1%	2	16%
CC(C)c1cc(C(F)(F)F)n2nc(C(=O)Nc3ccc(-n4cnnn4)cc3)cc2n1	2%	-11%	33%	6%	-1%	-21%	0%	-3	14%
COc1ccc(-c2ccc3c(c2)C2CC3CCN2C(=O)C(C)(C)C)cc1 (stereo unspecified)	3%	-34%	0%	-3%	-1%	-2%	-3%	3	0%[38.3 µM]
COc1ccc(NS(=O)(=O)c2ccc(-c3cnc(C4CC4)o3)cc2)cc1Cl	9%[57.1 µM]	-26%	7%	-3%[57.1 µM]	-5%	0%	-4%	0	7%
CCOc1ccc(NCc2nnc(SCc3ccc(Cl)cc3)n2-c2ccccc2)cc1	-25%	-10%	12%	-14%	-1%	0%	-2%	-3	-4%
O=C(COc1ccc(Cl)cc1)Nc1ccc(-c2nc3ccccc3s2)c(O)c1	30%	-12%	3%	8%	-4%	-8%	-3%	-4	-25%
COc1ccc(S(=O)(=O)N2CCC[C@H]2C(=O)NCc2ccc(Cl)cc2)cc1	4%	-2%	5%	-4%	-1%	-4%	-4%	-9	-2%
CN(C)C(CNC(=O)c1cccc(S(=O)(=O)Nc2ccc(SC(F)F)cc2)c1)c1ccccc1 (stereo unspecified)	50%[activator]	-22%	-47%	10%	0%	3%	-2%	-2	5%
O=C(COc1coc(CN2CCc3ccccc32)cc1=O)N1CCCCC1	-14%[57.1 µM]	0%	20%	-8%[57.1 µM]	-2%	2%	-1%	3	-6%
Cc1ccc(NC(=O)CC2SC(=O)N(c3ccccc3)C2=O)cc1 (stereo unspecified)	?	-21%	-52%	1%	0%	?	6%	-7	12%
Cc1ccc(C)c(-c2cc(C(=O)Nc3cccc(C(=O)O)c3)c3ccccc3n2)c1	18%[57.1 µM]	-6%	-19%	4%[57.1 µM]	-2%	?	5%	-8	0%
COc1ccc(OC(=O)c2nc(SCc3ccccc3C)ncc2Cl)cc1	31%	-24%	0%	3%	.	.	.	1	.
Cc1ccc(-c2nnc(NC(=O)c3ccco3)s2)cc1	19%	-12%	-13%	9%	3%	0%	1%	-7	2%
O=S(=O)(c1ccc(Br)s1)N1CCN(c2ccccn2)CC1	8%[57.1 µM]	-14%	18%	5%[57.1 µM]	1%	6%	-3%	-6	3%
CCN(CC)/C(=N/O)NC(=O)NS(=O)(=O)c1ccc(C)cc1	10%[57.1 µM]	2%	34%	10%[57.1 µM]	1%	1%	-1%	-3	2%
CCCOc1ccc(S(=O)(=O)n2cc(Br)c(=O)[nH]c2=O)cc1	-4%	-14%	2%	-7%	0%	2%	-2%	3	-5%
COc1ccc(CC(=O)NCC2CCCN(Cc3ccccc3OC)C2)cc1 (stereo unspecified)	23%	-14%	19%	0%	0%	1%	-3%	-16	-14%
COC(=O)C=CSC(=S)C1CCCC1=N (stereo unspecified)	.	-22%	.	.	-4%	-9%	-2%	4	9%
COCCCN1C(=O)c2oc3ccccc3c(=O)c2C12C(=O)N(C)c1ccccc12 (stereo unspecified)	2%	-12%	-12%	0%	4%	4%	-1%	-2	1%
Cc1ccccc1C(=O)N(C)c1ccccc1C(=O)NCc1ccccc1	4%	-9%	12%	0%	-2%	4%	-1%	-4	3%
CCOc1ccc(C(=O)NCCCn2ccnc2)cc1	27%[57.1 µM]	-5%	4%	16%[57.1 µM]	-4%	3%	-5%	-4	1%
Cc1ccc(NC(=O)COC(=O)CCc2ccccc2)cc1S(=O)(=O)N1CCOCC1	14%	?	12%	-4%	1%	1%	-5%	-10	-4%
CCOc1ccc(CNC(=O)CSc2nnc(C)c3c(C)n(-c4ccccc4)nc23)cc1	14%	?	0%	-2%	1%	-5%	-3%	2	-2%
O=C(NCC1CCCN1S(=O)(=O)c1cccs1)c1c(F)cccc1F (stereo unspecified)	-2%	2%	-3%	2%	0%	?	-2%	-2	5%
COc1ccccc1Nc1cc(C(=O)NCc2cccs2)c2ccccc2n1	-21%	-14%	3%	6%	-5%	-5%	2%	0	0%
COc1ccc(CC(=O)N2CC(C)CC(C)C2)cc1 (stereo unspecified)	4%	-13%	-14%	6%	0%	-16%	-4%	-13	4%
CCn1cc(-c2ccccc2)c(C(=O)O)c1-c1ccc(OC)cc1	17%	-15%	11%	9%	-1%	3%	-2%	-15	-4%

An excerpt of these results, with two lines to a compound:
Every second line gives: TrxR1 inh | USP1-UAF1 inh | RGS4 inhibitor | TrxR1 substrate | Vif-APOBEC3G blk | Vif-A3F inh | Glioma ERSR ind | LDHA inh | IDH1 R132H inh
- Cc1ccc(-c2nnc(NC(=O)c3ccco3)s2)cc1
→ 19% | -12% | -13% | 9% | 3% | 0% | 1% | -7 | 2%
- CN(C)C(CNC(=O)c1cccc(S(=O)(=O)Nc2ccc(SC(F)F)cc2)c1)c1ccccc1 (stereo unspecified)
→ 50%[activator] | -22% | -47% | 10% | 0% | 3% | -2% | -2 | 5%
- CCOc1ccc(C(=O)NCCCn2ccnc2)cc1
→ 27%[57.1 µM] | -5% | 4% | 16%[57.1 µM] | -4% | 3% | -5% | -4 | 1%
- COC(=O)c1cc(=O)nc2sc3ccccc3n12
→ -6%[57.1 µM] | -6% | -6% | 3% | 1% | -14% | -4% | 1 | -2%
- COc1ccc(CC(=O)NCC2CCCN(Cc3ccccc3OC)C2)cc1 (stereo unspecified)
→ 23% | -14% | 19% | 0% | 0% | 1% | -3% | -16 | -14%

2 compounds from above, limited to USP1-UAF1 inh and Glioma ERSR ind.
| Compound | USP1-UAF1 inh | Glioma ERSR ind |
| --- | --- | --- |
| O=C(NCC1CCCN1S(=O)(=O)c1cccs1)c1c(F)cccc1F (stereo unspecified) | 2% | -2% |
| COc1ccccc1Nc1cc(C(=O)NCc2cccs2)c2ccccc2n1 | -14% | 2% |

Other compounds:
canonical_smiles	TrxR1 inh	USP1-UAF1 inh	RGS4 inhibitor	TrxR1 substrate	Vif-APOBEC3G blk	Vif-A3F inh	Glioma ERSR ind	LDHA inh	IDH1 R132H inh
CCOC(=O)c1sc(NC(C)=O)nc1-c1ccccc1	14%	-11%	-7%	1%	0%	-3%	-2%	-3	0%
CN(C)/C=N/c1nc2nccc(-c3ccc(F)cc3)n2n1	102%	-5%	3%	76%[activator][57.1 µM]	1%	1%	2%	-4	2%
Cc1ccccc1-c1cc2nc(C)c(Cl)c(=O)n2[nH]1	14%	-10%	24%	14%	-13%	10%	4%	3	0%
CCC(=O)N(Cc1ccco1)Cc1cc2cc3c(cc2[nH]c1=O)OCO3	4%[57.1 µM]	-12%	16%	94%	0%	-2%	-3%	-3	2%
COc1cc(/C=N/NC(=O)c2nnn(-c3nonc3N)c2C(C)C)ccc1O	10%	-16%	28%	-3%	-1%	0%	-2%	-11	-11%
Cc1cccc(CCNC(=O)c2cccc(N3CCCC3=O)c2)c1	18%	-1%	16%	57%[activator]	1%	6%	-7%	-7	6%
COc1cccc(CC(NC(C)=O)C(=O)NC2CCN(S(=O)(=O)c3ccc4ccccc4c3)CC2)c1 (stereo unspecified)	10%	-7%	28%	2%	0%	2%	-2%	-9	4%
CCOc1ccc(C2c3[nH]c4ccccc4c3CCN2C(=O)CCc2ccccc2)cc1 (stereo unspecified)	24%[57.1 µM]	-11%	-51%	6%[57.1 µM]	-1%	0%	-4%	0	9%
CC1CCc2c(sc3ncnc(NCCN4CCOCC4)c23)C1 (stereo unspecified)	15%	-9%	1%	8%	1%	1%	-1%	2	10%
COc1ccc2c(c1)OC[C@H]1[C@H]2N2C(=O)[C@H](C)NC(=O)[C@@]2(C)[C@H]1c1ccccc1	15%[57.1 µM]	-23%	11%	7%[57.1 µM]	-10%	-1%	1%	-2	20%
Cc1cc(-c2csc(N)n2)c(C)n1-c1ccc(Cl)c(Cl)c1	9%[57.1 µM]	-12%	-53%	5%[57.1 µM]	0%	6%	-4%	-3	1%
O=C(CSC1=NNC(c2ccccn2)S1)Nc1ccccc1 (stereo unspecified)	?	-19%	-33%	-2%	4%	-13%	-5%	-10	5%

Compound activity deposited in PubChem BioAssay by National Center for Advancing Translational Sciences (NCATS).
